Compound activity as filed in PubChem BioAssay.
Vif-A3G inh: inhibitors of Vif-APOBEC3G interaction. Potency, µM (highest dose often 46.1 µM), for the others: at the highest dose activity, negative = active, usual class: inhibitors. AID 602310. 410,000 compounds, 0.076% hits. HeLa A3G-eYFP + Vif (tagged APOBEC3G with the HIV-1 protein that degrades it), YFP fluorescence, overnight;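 note: potency is the fitted concentration of half-maximal effect; % is set by controls: 0 for no effect and ±100 for the full control effect; nearly all actives have a fitted effect of over 60% in size; hits raise eYFP signal because A3G escapes Vif-driven loss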
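HeLa cells stably expressing Vif and C-terminally eYFP-tagged A3G, seeded overnight at 37 deg C, then exposed to compound by pintool overnight at 37 deg C. Rise in yellow fluorescence (Ex 488/Em 500-530, Acumen) marks blocked Vif-driven A3G degradation.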
LDHA inh: LDHA (human) enzyme inhibition. P00338. purified LDHA, NADH/diaphorase-resazurin fluorescence; active compounds read low. activity change, % (values are at about 110 or 230 µM). 480,000 compounds, 0.15% hits; in the data active = activity change below about -30%; inconclusive = mostly about -25% to -30%;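 note: plate controls were DMSO wells for no effect and wells without enzyme for full effect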
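Enzyme activity of human lactate dehydrogenase 5 (2 nM; 0.06 mM NADH, 0.2 mM pyruvate, 5 min, RT) is measured via a resazurin/diaphorase fluorescence readout of residual NADH.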
RXFP1 agonist: activates the human relaxin receptor RXFP1; HEK293T-RXFP1 cAMP TR-FRET, 30 min; response scale: percent of porcine relaxin response, buffer zero; Potency, µM (highest dose often 57.5 µM), without a hit: at the highest dose activation, most hits filed as activators; 370,000 compounds, 0.3% hits; note: potency is the fitted concentration of half-maximal effect; % is set by controls: 0 for no effect and ±100 for the full control effect; nearly all actives have a fitted effect of over 60% in size; many of its hits are not listed in these tables
Target sequence (Q9HBX9 whole entry, looked up): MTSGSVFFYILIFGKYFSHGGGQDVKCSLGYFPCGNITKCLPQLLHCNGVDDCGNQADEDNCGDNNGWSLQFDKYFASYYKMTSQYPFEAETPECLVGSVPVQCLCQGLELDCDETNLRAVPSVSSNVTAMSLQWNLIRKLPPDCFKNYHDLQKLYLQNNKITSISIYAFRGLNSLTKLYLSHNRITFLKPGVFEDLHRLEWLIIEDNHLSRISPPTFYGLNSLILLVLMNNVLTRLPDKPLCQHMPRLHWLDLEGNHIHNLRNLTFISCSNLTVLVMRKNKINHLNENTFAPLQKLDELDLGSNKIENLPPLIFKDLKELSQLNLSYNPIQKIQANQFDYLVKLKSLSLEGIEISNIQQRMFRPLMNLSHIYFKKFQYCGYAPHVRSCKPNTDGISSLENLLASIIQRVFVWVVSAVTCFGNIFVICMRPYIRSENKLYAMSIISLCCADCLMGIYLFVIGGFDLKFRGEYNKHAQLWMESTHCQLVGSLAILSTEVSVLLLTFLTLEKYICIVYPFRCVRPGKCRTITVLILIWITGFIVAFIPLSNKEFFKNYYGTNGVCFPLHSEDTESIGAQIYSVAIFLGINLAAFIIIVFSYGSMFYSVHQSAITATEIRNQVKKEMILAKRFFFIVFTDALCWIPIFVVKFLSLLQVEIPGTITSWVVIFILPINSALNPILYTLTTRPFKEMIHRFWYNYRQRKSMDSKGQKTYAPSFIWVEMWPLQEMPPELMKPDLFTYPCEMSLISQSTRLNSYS
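Agonist response is measured as cAMP accumulation in an RXFP1-transfected HEK293T line under PDE4 inhibition. Values are scaled between buffer-only and 29 nM porcine relaxin, and EC50s come from standard Hill equation fits.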
Vif-APOBEC3F blk: inhibitors of Vif-A3F interaction; AID 602313; Potency, µM (top dose mostly 46.1 µM), for the others: at the top dose activity, negative = active; 390,000 compounds, 0.2% hits; HeLa A3F-eYFP + Vif (tagged APOBEC3F with the HIV-1 protein that degrades it), YFP fluorescence increase; note: potency is the fitted concentration of half-maximal effect; % of control where 0% means no effect; nearly all actives have a fitted effect of over 65% in size
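HeLa cells stably expressing Vif plus C-terminally eYFP-tagged A3F were seeded, incubated overnight at 37 deg C, dosed with compound, incubated overnight again at 37 deg C. Yellow fluorescence (Ex 488/Em 500-530) reported blocked Vif-mediated A3F-eYFP degradation.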
D1 agonist: activates the human D1 dopamine receptor; P21728; AID 504660; activation, % at 2 µM; 360,000 compounds, 1% hits; HEK293 T-REx D1 cells, calcium flux, agonist mode; in the data active = activation above about 30%; note: 0% is about no effect
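Agonism was scored from calcium flux recorded over 180 s (1 read/s) after pintool compound addition, following a 10-cycle baseline. Cells were inducible force-coupled HEK293 TREx D1, plated overnight at 30 C and loaded with no-wash calcium dye.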
D1 antag: human D1 dopamine receptor antagonism | P21728 | HEK293 TREx D1 cells, calcium flux, dopamine EC80; active compounds read low | activity change, negative = inhibition, % at 10 µM | 360,000 compounds, 3.2% hits; in the data active = activity change below about -30%; note: % is set by controls: 0 for no effect and ±100 for the full control effect
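Compound effects on dopamine-evoked calcium signalling were measured in tetracycline-induced HEK293 Trex D1 cells. Dopamine at EC80 followed a 180 s compound pre-read, and fluorescence was tracked kinetically for 180 s more.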
GRP78 ERSR act: ER stress response induction in glioma | U87-MG GRP78 promoter luciferase reporter, 16 h | Potency, µM, for inactives: at the top dose activation, actives largely listed as activators | 420,000 compounds, 0.02% hits; note: potency is the fitted concentration of half-maximal effect; series mostly up to about 76 µM; % of control where 0% means no effect; nearly all actives have a fitted effect of over 35% in size
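Stably transfected U87-MG human glioma cells carrying a GRP78-based luminescent sensor were seeded at 1000 cells/well, pin-dosed with compounds and incubated 16 h. Luciferase reagent was then added, and end-point luminescence was read after 10 min at room temperature.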
D2 potentiator: positive allosteric modulators of human D2 dopamine receptor | HEK293 T-REx D2, calcium flux, EC20 dopamine potentiation | potentiation, % at 10 µM | 340,000 compounds, 0.34% hits;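 active = potentiation over 3 SD above the plate norm, cut at about 30% in these data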; note: 0% is about no effect
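Cells plated with tetracycline inducer and held overnight at 30 C; calcium dye loaded 30–90 min at room temperature; baseline taken, compound added and read 180 s; EC20 dopamine then added and read 180 s.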
D1 PAM: potentiators of human D1 dopamine receptor; HEK293 TREx D1 cells, calcium flux, dopamine EC20 potentiation; P21728; 360,000 compounds, 0.036% hits; potentiation, % at 10 µM; in the data active = potentiation above about 30%; note: 0% is about no effect
* = called active by the depositor; ? = inconclusive; / = not tested or not shown; & = joins results of further samples. Unless noted, calls come from the whole dose curve; as a rule, active = well fitted curve in the direction sought with a large enough effect; inconclusive = small, poorly fitted or top-dose-only effect, or another doubt; inactive = no such curve, though single readings can be large; an effect the other way counts as inactive or inconclusive. Some of the compounds tested. The share of hits here may be higher or lower than overall.

molecule,Vif-APOBEC3F blk,LDHA inh,D1 PAM,RXFP1 agonist,D1 antag,GRP78 ERSR act,D1 agonist,Vif-A3G inh,D2 potentiator
COc1ccc(C(=O)NNc2ncnc3c2cnn3-c2ccc(C)c(Cl)c2)cc1,-6%,-2,0,0.5%,0,-3%,0,3%,-11
CC(=O)Nc1cccc(C(=O)NNC(=O)c2ccc(NS(=O)(=O)c3cccs3)cc2)c1,-12%,-8,/,/,/,-4%,/,0%,/
O=C(OCC(=O)N1CCN(c2ccccc2)CC1)c1ccc[n+]([O-])c1,-12%,1,2,-6.0%,/,-1%,0,0%,-11
Cc1ccc(-n2c(C)cc(/C=C3/SC(=O)N(CC(=O)N4CCOCC4)C3=O)c2C)nc1,-3%,2,-1,-0.5%,-8,5%,4,-2%,-6
CCOC(=O)c1cc(OC(=O)c2cccs2)n(-c2ccccc2)n1,-7%,-6,1,?,6,-4%,3,1%,-4
c1ccc(COc2ncnc3c2ncn3CCCN2CCN(c3ccccn3)CC2)cc1,5%,-2,/,/,/,-6%,/,4%,/
O=C(c1cccc(-c2ccco2)c1)N1CCCC(N2CCN(c3ccc(F)cc3)CC2)C1 (centres undefined),-19%,-3,0,-1.9%,-11,-4%,3,0%,-3
O=c1[nH]c(SCc2c(Cl)cccc2Cl)nc2ccccc12,-13%,0,-5,19%,13,-7%,3,0%,5
CCNC(=S)N/N=C/c1cc(Br)cc(Br)c1OC,-1%,-2,-4,-3.4%,1,0%,-1,1%,-14
CCOC(=O)c1[nH]c2cc3c(cc2c1NC(=O)CN1CCN(CCO)CC1)OCO3,14%,6,7,-0.1%,-6,-3%,0,1%,0
Cc1cccc(Nc2c(-c3ccc(O)cc3)nc3ncccn23)c1,-2%,1,-2,4.6%,-6,-4%,1,-6%,/
CC(C)CNC(=O)N1[C@H](c2cccs2)[C@@H](C)C(=O)[C@@H](C)[C@@H]1c1cccs1,0%,-4,0,11%,14,-2%,1,4%,4
COc1cc(Cl)c(C)cc1NC(=O)Cn1ncc2c3ccccc3n(Cc3ccccc3)c2c1=O,-1%,-5,-2,3.8%,1,-4%,1,2%,-1
COC(=O)C1=C(C)N(C)C(=S)N(C)C1c1cccc(Br)c1 (centres undefined),-4%,1,0,3.1%,/,-5%,3,1%,5
CN(C)CCNC(=O)C1CC(=O)N(c2ccc(F)c(Cl)c2)C1 (centres undefined),0%,-3,4,1.2%,4,0%,4,-4%,11
O=C(Oc1c(CN2CCOCC2)cc(Cl)c2cccnc12)c1ccccc1Br,?,-3,-2,1.7%,-10,-1%,0,-28%,6
O=S(=O)(c1ccccc1)c1nc(-c2cccs2)oc1SCc1ccc(F)cc1,4%,-2,2,-0.1%,-13,-3%,1,1%,/
CCN(CC)Cc1c(C)[nH]c2ccc(NC(C)=O)cc2c1=O,-14%,-5,/,/,/,0%,/,-3%,/
O=C(CSc1nc2ccccc2n1CC(=O)N1CCCC1)Nc1ccc2c(c1)OCO2,2%,-1,0,0.1%,10,1%,-1,-2%,3
O=C(Nc1cccc(C(=O)N2CCN(c3cccc(Cl)c3)CC2)c1)c1nsc2ccccc12,0%,0,0,2.9%,-3,-7%,0,2%,9
COc1ccccc1NC(=O)CC1S/C(=N/N=C2\CCCc3ccccc32)NC1=O (centres undefined),-26%,3,3,1.8%,9,0%,0,-4%,0
FC(F)(F)c1cccc(NC(=S)Nc2ccc(Cl)cc2Cl)c1,-1%,-6,-8,-2.9%,10,-8%,2,2%,4
COc1ccc(-n2nc([N+](=O)[O-])c(=NCCc3ccc(OC)c(OC)c3)n2O)cc1,-3%,8,-6,1.4%,-22,-5%,4,1%,3
COC(=O)CNC(c1ccccc1Cl)c1cc(Br)ccc1NS(=O)(=O)c1ccc(C)cc1 (centres undefined),3%,2,-9,2.9%,-10,1%,0,-2%,1
CN(C(=O)COC(=O)c1c[nH]c2ccccc12)c1ccccc1,3%,0&-6,/,/,/,-3%,/,0%,/
CCOC(=O)C1=C(C)Nc2nc3ccccc3n2C1c1ccccc1 (centres undefined),/,-1,-3,0.6%,-5,-6%,7,-5%,9
CCN1CCN(C(=O)CCNC(=O)Cn2ccc3ccccc3c2=O)CC1,7%,-6,3,0.7%,-21,-5%,4,-4%,9
CCC(C(=O)OCCN(CC)CC)c1ccccc1 (centres undefined),5%,-10,1,3.1%,23,-3%&-2%,3,-2%,-12
Cc1ccc(-c2nc(CSc3nnc(C)n4c3cc3occc34)c(C)o2)cc1,2%,-7,0,12%,-6,-1%,0,-1%,1
COc1ccccc1CC(=O)NCc1nn(-c2ccccc2)nc1C,10%,-9,5,2.8%,-1,-1%,2,0%,-11

Rewritten with two lines to a compound: part of the list above
Values run as follows: Vif-APOBEC3F blk	LDHA inh	D1 PAM	RXFP1 agonist	D1 antag	GRP78 ERSR act	D1 agonist	Vif-A3G inh	D2 potentiator
COC(=O)C1=C(C)N(C)C(=S)N(C)C1c1cccc(Br)c1 (centres undefined)
    -4%	1	0	3.1%	/	-5%	3	1%	5
CN(C)CCNC(=O)C1CC(=O)N(c2ccc(F)c(Cl)c2)C1 (centres undefined)
    0%	-3	4	1.2%	4	0%	4	-4%	11
O=C(Oc1c(CN2CCOCC2)cc(Cl)c2cccnc12)c1ccccc1Br
    ?	-3	-2	1.7%	-10	-1%	0	-28%	6

Remaining list, next part.
molecule,Vif-APOBEC3F blk,LDHA inh,D1 PAM,RXFP1 agonist,D1 antag,GRP78 ERSR act,D1 agonist,Vif-A3G inh,D2 potentiator
COc1ccc(S(=O)(=O)N(C)C[C@H]2Oc3ccc(NC(=O)Nc4ccc(C(F)(F)F)cc4)cc3C(=O)N([C@H](C)CO)C[C@@H]2C)cc1,-8%,-10,/,/,/,-2%,/,1%,/
CC(Oc1cccc(Cl)c1)C(=O)Nc1cc(S(=O)(=O)N2CCOCC2)ccc1N1CCCCC1 (centres undefined),10%,-1,0,2.4%,-6,-6%,5,-4%,-9
Cc1cc2oc(=O)cc(CN3CCN(Cc4ccccc4)CC3)c2cc1O,-7%,-2,8,0.2%,18,-3%,6,0%,-7
COc1ccc(/C=N\N=C2/SC(CC(=O)O)C(=O)N2c2ccc(O)cc2)cc1 (centres undefined),1%,-6,-2,-0.1%,-9,-1%,5,2%,0
CC(C)C(=O)Nc1nnc(SCc2cccc(F)c2)s1,6%,-2,-1,3.7%,7,2%,7,1%,-4
CC1CC(C)CN(CC(C)(C)NS(=O)(=O)c2ccc(Cl)cc2)C1 (centres undefined),-9%,6,0,0.2%,4,-6%,9,0%,-9
Clc1ccc(SCCCCN2CCOCC2)cc1,6%,-16,-2,2.7%,-8,-3%,7,0%,-22
O=C(CN1CCN(C(=S)NC2CCCC2)CC1)Nc1ccc(Oc2ccccc2)cc1,1%,-8,-8,0.9%,-14,-2%,5,1%,14
CC12CCC(=O)N1C(C(=O)Nc1ccc(S(=O)(=O)N3CCCCC3)cc1)CS2 (centres undefined),1%,-1,-1,-0.1%,-11,0%,1,1%,4
CC1(C)CC[C@]2(C(=O)O[C@@H]3O[C@H](CO)[C@@H](O)[C@H](O)[C@H]3O)CC[C@]3(C)C(=CCC4[C@@]5(C)CC[C@H](O[C@@H]6O[C@H](C(=O)O)[C@@H](O[C@H]7OC[C@@H](O)[C@@H](O)[C@@H]7O)[C@H](O)[C@H]6O)C(C)(C)C5CC[C@]43C)[C@@H]2C1 (some centres undefined),-9%,0,/,/,/,-2%,/,-2%,/
CCc1ccccc1NC(=O)Cn1cc2c(n1)CCC(C)C2 (centres undefined),-1%,-11,0,6.5%,3,-1%,-2,5%,0
CCN(C1CCS(=O)(=O)C1)S(=O)(=O)c1ccc(Cl)s1 (centres undefined),-8%,-2,3,-0.4%,-1,-2%,1,-1%,14
COCCn1c(=S)[nH]c2cc(C(=O)NC3CCCCCC3)ccc2c1=O,-4%,-7,/,/,/,0%,/,0%,/
CCOc1ccc(N(CC(=O)Nc2ccc(C)c(C)c2)S(=O)(=O)c2c(C)[nH]c(=O)[nH]c2=O)cc1,1%,-1,3,3.2%,0,0%,0,-6%,8
O=S(=O)(NCC1CCCO1)c1ccc(Cl)cc1 (centres undefined),-7%,-4,0,-0.2%,-4,-1%,4,-1%,-10
CN1CCN(C(=O)C2CCC(CNS(=O)(=O)c3cccc4cccnc34)CC2)CC1 (centres undefined),-10%,-3,-6,-0.8%,8,-4%,1,1%,-4
CCOC(=O)c1c(NC(C)=O)c2c3c(sc2n1Cc1c(C)cc(C)cc1C)CCCC3,/,-3,-4,-0.8%,27,/,2,/,13
COc1ccc(NC(=O)NNC(=O)c2cc(C3CC3)nc3ccccc23)c(OC)c1,-19%,-12,12,0.8%,11,-1%,-1,-3%,-9
CC(Sc1nc(N)cc(=O)[nH]1)C(=O)NC1CCCCC1 (centres undefined),0%,2,-3,-0.3%,5,0%,1,-8%,0
CCOC(=O)c1cc(-c2ccccc2)n(CC(=O)Nc2ccc(OC)cc2)c1C,-6%,-1,-7,0.7%,-10,-1%,3,-7%,/
O=C1CC(N2CCN(c3ccc(S(=O)(=O)N4CCCC4)cc3)CC2)C(=O)N1c1ccc(F)cc1 (centres undefined),-1%,-4,2,0.5%,-14,-3%,3,-1%,1
CCCCOc1ccccc1-c1ccccc1CN1[C@@H](C(C)C)COCCS1(=O)=O,5%,-3,/,/,/,0%,/,-4%,/
CC(C)CC1=C/C(=C/c2ccc(-c3ccccc3)o2)C(=O)O1,-23%,2,-2,-0.1%,6,3%,8,1%,5
Cc1ccccc1NS(=O)(=O)c1ccc(C(=O)N2CCCC(C(F)(F)F)C2)cc1 (centres undefined),-7%,2,-7,-0.6%,0,2%,11,0%,-2
COc1ccc(C2=NOC(C(=O)Nc3cccc(O)c3)C2)cc1 (centres undefined),5%,-3,-2,-3.3%,-2,-3%,2,3%,5
